GPR55 activation: selective activators of receptor GPR55 – imaging, U2OS cells, beta-arrestin-GFP redistribution, primary screen (AID 1961); actives 0.048% (n = 290,000); U2OS GPR55 beta-arrestin-GFP redistribution imaging; higher % means a stronger effect; activation, % at 10 µM; hits with a dose series show EC50 in µM;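 active means activation above 40% with more than 50 cells counted in the well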;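 further: U2OS osteosarcoma cells stably expressing GPR55 and beta-arrestin-GFP; plate controls were DMSO negative control for no effect and LPI positive control for full effect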
KOR beta-arrestin-1: kappa opioid receptor activators – cell-based, luminescence, uHTS, primary screen (AID 1777); KOR beta-arrestin recruitment, luminescence; higher % means a stronger effect; actives 0.02% (n = 280,000); activation, % at 10 µM; hits with a dose series show EC50 in µM; in the data active means activation above about 50%, passing the limit was not always enough; further: a part of the inactive calls stands beside numbers as strong as those of hits
KOR beta-arrestin-2: kappa opioid receptor blockers – cell-based, luminescence, uHTS (AID 1778); KOR beta-arrestin recruitment, luminescence, antagonist mode; higher % means a stronger effect; inhibition, % at 10 µM, or IC50 in µM where a hit was titrated; actives 0.091% (n = 290,000); further: strong numbers were not always called active
HEK293 NOD2/NF-kB: inhibition of NOD2-driven NF-kB reporter – cell-based, luminescence, uHTS, HEK293 (AID 1566); actives 0.63% (n = 290,000); inhibition, % at 4 µM, or EC50 in µM where a hit was titrated; HEK293 NOD2/NF-kB luciferase reporter, luminescence; higher % means a stronger effect; further: many of its hits are not listed in these tables
AID2073: disruptors of CaV2.2 binding to Mint1 – biochemical, HTRF (AID 2073). HTRF protein-protein interaction, Mint1-CaV2.2; higher % means a stronger effect. inhibition, % at 20 µM, or IC50 in µM where a hit was titrated. actives 0.19% (n = 290,000); in the data active means inhibition mostly above about 51%, no sharp cut-off; further: some results filed as inactive read as strong as hits
M17LAP inhibition: P. falciparum M17LAP inhibitors, primary screen, biochemical, fluorogenic H-Leu-NHMec substrate, 1536-well (AID 1619); actives 0.38% (n = 220,000); one-dose inhibition, % at 30 µM; IC50 in µM for titrated hits; recombinant M17LAP, H-Leu-NHMec fluorogenic kinetic assay; higher % means a stronger effect;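 active means compound inhibiting the enzyme by more than half at any dose during confirmatory dose-response retesting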;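 further: plate controls were full reaction with DMSO carrier for no effect and no enzyme background for full effect; strong numbers were not always called active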
Dynein cargo inh: blocks dynein driven cargo transport along microtubules; AID 1381; 3617.4 mouse cells, GR-EGFP nuclear translocation imaging; test concentration mostly 20 µM; stimulated with dexamethasone, 1 µM; stronger effect = lower value; z-score, hits read low; actives 0.47% (n = 220,000);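 active means plate z-score of nuclear minus cytoplasmic receptor signal below a set negative limit, without overly bright fluorescence or cell loss, cut at about -3.5 in these data, passing the limit was not always enough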;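 further: z-score of nuclear minus cytoplasmic ring GR-EGFP intensity difference per well; some compounds called inactive have numbers as strong as hits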
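Buffer or medium: tet-free medium with charcoal-stripped serum / Also added: dexamethasone agonist, 1.0 µM final, for 30 min / Timing: induction 48 h, compound 1 h, agonist 30 min / Measured by: high-content fluorescence imaging after fixation / Read-out: nuclear-to-cytoplasmic GR-EGFP distribution per well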
NOD1 inhibition: inhibition of NOD1-driven NF-kB reporter – cell-based, luminescence, uHTS, primary screen (AID 1578) | one-dose inhibition, % at 4 µM; EC50 in µM for titrated hits | actives 1% (n = 290,000) | NOD1-driven NF-kB luciferase reporter cells, luminescence; higher % means a stronger effect; in the data active means inhibition mostly above about 36%, no sharp cut-off; inactive means mostly below about 34%;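 further: HEK-293T reporter cells stimulated with the NOD1 agonist gamma-tri-DAP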
P. falciparum M1AAP: P. falciparum M1AAP inhibitors, biochemical, fluorogenic H-Leu-NHMec substrate, 1536-well (AID 1445) | actives 0.42% (n = 220,000) | inhibition, % at 30 µM, or IC50 in µM where a hit was titrated | recombinant M1AAP, H-Leu-NHMec fluorogenic kinetic assay; higher % means a stronger effect;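 active means primary inhibition above the hit cutoff, then over 50% inhibition at one or more dose response concentrations, cut at about 23% in these data, passing the limit was not always enough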;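 further: plate controls were DMSO full reaction for no effect and no enzyme background for full effect; strong numbers were not always called active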
Dynein cargo inh cytoplasmic EGFP: also measured in Dynein cargo inh; calls as there; z-score; measured here: cytoplasmic GR-EGFP intensity; stronger effect = higher value
Dynein cargo inh nuclear GR-EGFP: second read-out of Dynein cargo inh, no call of its own (marks repeat the call); z-score; measured here: nuclear GR-EGFP intensity;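 lower value marks the stronger effect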
Dynein cargo inh cell count: also measured in Dynein cargo inh; calls as there; z-score; measured here: cell count per field
Starred values were filed as active, the others as inactive; x = no result given; [ ] = dose if it differs, or a comment. Unless noted, no stated cut-off is given here; in the data, active means inhibition above about 50%; inactive means the rest. These rows are one share of the data, so the mix of outcomes need not match the whole.

SMILES	GPR55 activation	KOR beta-arrestin-1	KOR beta-arrestin-2	HEK293 NOD2/NF-kB	AID2073	M17LAP inhibition	Dynein cargo inh	Dynein cargo inh cytoplasmic EGFP	Dynein cargo inh nuclear GR-EGFP	Dynein cargo inh cell count	NOD1 inhibition	P. falciparum M1AAP
Cc1ccc(NC(=O)c2cnn(-c3ccccc3)c2C)c(C)c1	-0.1%	-1.7%	-4%[20 µM]	-44%	1%	x	x	x	x	x	-17%	x
COc1ccc(Cl)cc1NC(=O)NCc1ccco1	0.4%	-5.9%	-31%	-131%	12%	-2%	-0.92	0.023	-0.22	0.65	-20%	5%
O=C(CN1CCc2ccccc21)NC(=O)NCc1ccccc1	0.2%	-3.3%	10%	4%	-5%	10%	-0.92	-0.12	-0.49	0.057	-18%	7%
CCCCNC(=O)CS(=O)Cc1nc(-c2ccc(C)cc2)oc1C (centres undefined)	-0.1%	-6.1%	2%	-10%	-2%	9%	-0.39	-0.31	-0.23	1.1	-13%	11%
CN1CCN(c2ccccc2/C=N/NC(=O)c2cccnc2)CC1	0.1%	-2.1%	11%	25%	-4%	5%	0.5	-0.27	0.23	0.68	9%	-2%
N#Cc1ccc(Cn2c(=O)oc3ccccc32)cc1	-0.2%	-0.6%	18%	16%	6%	x	x	x	x	x	-4%	x
COc1c(F)c(F)c(C(=O)O)c(Nc2ccc(C)cc2C)c1F	0.7%	-2.0%	-18%	3%	5%	-168%	-0.28	-0.18	-0.12	-0.18	-13%	2%
CCOc1ccc(NC(=O)CCn2ccnc2)cc1	0.0%	6.5%	-24%	7%	5%	x	x	x	x	x	17%	x
CCCCn1c(=O)n(CC(=O)NCc2ccc(C)cc2)c(=O)c2c1nc(CO)n2CCC	0.0%	4.6%	-2%	-6%	4%	27%	-0.89	-0.22	-0.47	0.22	5%	5%
CSCc1ccc(C(=O)NC(C)c2cnn(-c3ccccn3)c2C)o1 (centres undefined)	-0.1%	-0.8%	3%	3%	2%	x	x	x	x	x	-33%	x
CC1CCC(C(C)C)C(OC(=O)CSc2n[nH]c(=O)[nH]c2=O)C1 (centres undefined)	0.3%	2.3%	-13%	-12%	3%	-23%	-0.087	-0.25	0.61	0.31	7%	3%
COc1ccccc1NC(=O)CSc1ccc2nnc(-c3cccnc3)n2n1	-0.4%	-3.0%	20%	16%	3%	4%	-0.066	-0.23	-0.013	0.45	-1%	12%
CCC(C)c1c(O)nc(SCC(=O)Nc2ccccc2)[nH]c1=O (centres undefined)	-0.2%	-5.5%	-26%	-3%	-12%	25%	0.13	0.08	0.43	-0.46	3%	-4%
COc1ccc(-c2nnc(SCc3cccnc3)o2)cc1	-0.2%	1.3%	-33%	-38%	0%	24%	0.16	-0.15	0.17	-0.59	-42%	-2%
O=S(=O)(c1cccs1)N1CCN(CC(O)COc2cccc(Br)c2)CC1 (centres undefined)	-0.1%	0.5%	7%	19%	-4%	-4%	-0.38	-0.23	-0.033	0.68	9%	2%
CCCCCCCOc1ccc(C2CC(=O)N(C)C2=O)cc1 (centres undefined)	-0.2%	5.9%	-16%	17%	8%	x	x	x	x	x	-19%	x
COc1ccc(C(=O)CNC2=NCCC2)cc1	-0.6%	1.3%	-5%	2%	-8%	0%	-0.4	-0.31	0.28	0.75	-17%	4%
CCOC(=O)C1=CN(c2cccc(F)c2)C=C(C(=O)OCC)C1c1cc(OC)c(O)c([N+](=O)[O-])c1	-0.3%	-2.0%	-11%	4%	9%	-1%	0.24	-0.23	-0.028	0.43	-8%	15%
c1cc2c(cc1NC1CCCCCC1)OCO2	-0.1%	3.7%	20%	-1%	-23%	x	x	x	x	x	-7%	x
Cc1ccc(C(=O)N/C(=C\c2cccc([N+](=O)[O-])c2)C(=O)Nc2cccc(C(=O)O)c2)cc1	1.2%	-4.6%	-3%[20 µM]	-8%	1%	x	x	x	x	x	-49%	x
COc1ccc2cc(CCNC(=O)C(C)(C)C)c(=O)[nH]c2c1	1.1%	-3.6%	-29%	10%	2%	-9%	2.1	-0.15	1.2	-0.83	-11%	1%
O=c1c2ccccc2nc(/C=C/c2c[nH]c3ccccc23)n1CCO	0.2%	-3.3%	-34%[20 µM]	-107%	26%	24%	0.5	0.71	0.23	-0.55	-24%	6%
O=C(Nc1ccc(C(=O)N2CCCC2)cc1)c1ccccc1F	-0.2%	-3.0%	-26%	-27%	2%	4%	-0.31	-0.26	-0.22	0.73	-42%	7%
COc1ccccc1NC(=O)c1c(NC(=O)CCC(=O)O)sc2c1CCCCC2	-0.1%	11%	-17%	-4%	25%	12%	1.1	-0.24	0.28	0.012	8%	3%
Cc1cc2ncn(C(=O)N3CCOCC3)c2cc1C	-0.1%	-1.6%	12%	7%	-2%	0%	-0.77	-0.25	-0.55	0.97	-5%	-7%
COC(=O)C(O)(CC(=O)Nc1ccc(C)c(F)c1)C(F)(F)F (centres undefined)	-0.1%	4.8%	25%	15%	6%	16%	-0.56	-0.24	-0.3	1.1	3%	3%
COc1ccc(OC)c(S(=O)(=O)N2CCC(C(=O)NCCC3=CCCCC3)CC2)c1	0.2%	-7.6%	18%	3%	9%	-1%	-1	-0.17	-0.38	0.42	-14%	22%
Cc1c(C(=O)NN)nc2ccccn12	-0.1%	-1.3%	31%	23%	8%	8%	-1.2	-0.21	-0.79	-0.002	-20%	11%
COc1ccc(N(C(C)C(=O)N2CCCC2)S(C)(=O)=O)cc1 (centres undefined)	0.6%	2.4%	-58%[20 µM]	2%	4%	x	x	x	x	x	-35%	x
O=C(NC1CC1)c1ccc(CS(=O)c2ccc(Br)cc2)o1 (centres undefined)	-0.2%	-1.5%	-16%	15%	7%	x	x	x	x	x	-22%	x
CSc1cccc(NC(=S)N(CCN(C)C)C(C)c2ccncc2)c1 (centres undefined)	0.0%	0.0%	11%	-9%	-6%	-13%	-0.32	-0.16	0.68	-0.25	-6%	-5%
CS(=O)(=O)Nc1ccc(C2=NN(C(=O)c3ccco3)C(c3cccc(F)c3)C2)cc1 (centres undefined)	0.2%	4.6%	-15%	-5%	12%	-3%	0.25	-0.26	0.16	0.62	25%	17%
CCOC(=O)N1CCN(S(=O)(=O)c2ccc(C(=O)N(CCN(C)C)c3nc4ccc(Cl)cc4s3)cc2)CC1	-0.1%	3.1%	-16%	5%	2%	x	x	x	x	x	-3%	x
COc1ccc(S(=O)(=O)NC2CC(C)(C)NC(C)(C)C2)cc1	-0.2%	-4.5%	25%	3%	7%	x	x	x	x	x	-2%	x
COc1ccc(OC)c(NC(=O)CCNS(=O)(=O)c2cccc3nsnc23)c1	0.1%	-5.4%	-12%	1%	13%	x	x	x	x	x	-24%	x
C=C(C)Cn1c(SCCCO)nc2c1c(=O)[nH]c(=O)n2C	-1.0%	0.1%	-27%	-9%	-5%	-9%	-0.47	-0.21	-0.12	0.56	-30%	-4%
CC1Oc2ccccc2N(CC(=O)Nc2ccc(F)cc2)C1=O (centres undefined)	-0.2%	1.1%	15%	1%	16%	x	x	x	x	x	-16%	x
O=C1N=C(N2CCOCC2)S/C1=C\c1ccc(OS(=O)(=O)c2ccccc2)cc1	-0.1%	x	12%[20 µM]	-10%	12%	43%	-1.9	0.2	-0.96	-0.048	26%	-1%
CCOC(=O)C1CCN(C(=O)c2cccc(N3C(=O)NC4CC3(C)Oc3ccc(C)cc34)c2)CC1 (centres undefined)	0.0%	-0.8%	-21%	6%	6%	x	x	x	x	x	-5%	x
Cc1c(CCC(=O)O)c(=O)oc2c(C)c3occ(-c4ccc(Cl)cc4)c3cc12	0.4%	-2.0%	1%	x	35%	x	x	x	x	x	x	x
O=Cc1c(Cl)nc2ccccn2c1=O	-0.1%	x	5%	12%	3%	8%	-3.3	0.76	-1.4	-0.72	2%	3%
COc1ccc(-c2c3c(=O)n(C)c(=O)n(C)c3cn2Cc2ccccn2)cc1	-0.3%	-2.4%	-11%	5%	-3%	-2%	-0.2	-0.32	-0.21	0.13	-5%	5%
COC(=O)c1cnn(C(=O)c2cc(OC)ccc2Br)c1N	0.7%	8.7%	-26%	14%	-2%	15%	-0.69	-0.17	-0.33	1.1	1%	3%
CCOC(=O)c1cnn(-c2ncnc3sc4c(c23)CCC4)c1N	0.7%	-1.6%	21%	10%	0%	3%	-0.49	-0.17	-0.0032	0.26	8%	1%
N#C/C(C(=O)c1ccccc1)=C1/SC=C(N)N1c1ccccc1	0.9%	2.7%	14%	-18%	6%	13%	-4.4	14	1.6	0.82	-29%	1%
Cc1oc2c(c1C(=O)Nc1cccc(C(=O)O)c1)CCCC2	0.2%	-6.8%	-10%	-25%	6%	13%	-0.0053	0.049	0.34	0.47	-37%	0%
COc1ccc(CC(NC(C)=O)C(=O)NC2CCN(c3c(Cc4ccccc4)c(C)nc4ncnn34)CC2)c(OC)c1 (centres undefined)	-0.1%	x	-44%[20 µM]	14%	-8%	11%	-0.18	-0.25	-0.34	1.1	-8%	-2%
COc1ccccc1N(CC(=O)NC1CCCC1)C(=O)c1csnn1	0.7%	0.7%	35%	-7%	0%	3%	-0.42	-0.23	-0.4	0.95	-13%	3%
Fc1ccc(CSc2ncnc3scc(-c4ccccc4)c23)cc1	0.0%	1.4%	-4%	-7%	-3%	-7%	-1.4	-0.28	-0.88	1.3	11%	4%
C/C(=N\NC(=O)c1ccncc1)c1cc2ccccc2oc1=O	1.0%	-1.0%	-4%	2%	12%	24%	-0.064	0.081	0.084	1.5	-5%	17%
CC1CC(N(C(=O)c2ccco2)c2ccccc2)c2ccccc2N1C(=O)c1ccco1 (centres undefined)	0.0%	2.4%	-26%	9%	-5%	-2%	-0.99	-0.11	-0.72	0.74	14%	-2%
